Compound activity (PubChem BioAssay)
EWS-Fli inh = EWS/Fli-driven NR0B1 reporter inhibitors, primary screen, A673 cells, NR0B1 luciferase, luminescence, MLPCN library; viability-normalised; inhibition, % at 12.6 µM; 0.67% of 350,000 active; AID 651661, 2012;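 active = mean inhibition of at least 50% after viability correction, with every replicate also passing that limit; inconclusive = mean reaches 50% but only one of two replicates passes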;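 note: firefly luciferase signal divided by Alamar Blue viability fluorescence both relative to DMSO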
E-selectin induc = E-selectin induction in HUVECs, primary screen, imaging, HUVEC, immunofluorescence imaging, single point; P16581; normalized: neutral wells 0, TNF-alpha wells 100; activation, % at 7.58 µM; 0.37% of 260,000 active;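 active = mean E-selectin-positive cell signal at least 10% of the positive control, reached in at least 60% of replicates, without over 20% cell loss; inconclusive = no rule given, readout overlaps actives, possibly toxicity-flagged; inactive = the rest, including those meeting only one limit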;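 note: in these data hits start at about 27%; measured in HUVEC primary endothelial cells; signal is the percent of cells scored E-selectin positive by PE staining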
Target sequence (P16581 whole entry, looked up): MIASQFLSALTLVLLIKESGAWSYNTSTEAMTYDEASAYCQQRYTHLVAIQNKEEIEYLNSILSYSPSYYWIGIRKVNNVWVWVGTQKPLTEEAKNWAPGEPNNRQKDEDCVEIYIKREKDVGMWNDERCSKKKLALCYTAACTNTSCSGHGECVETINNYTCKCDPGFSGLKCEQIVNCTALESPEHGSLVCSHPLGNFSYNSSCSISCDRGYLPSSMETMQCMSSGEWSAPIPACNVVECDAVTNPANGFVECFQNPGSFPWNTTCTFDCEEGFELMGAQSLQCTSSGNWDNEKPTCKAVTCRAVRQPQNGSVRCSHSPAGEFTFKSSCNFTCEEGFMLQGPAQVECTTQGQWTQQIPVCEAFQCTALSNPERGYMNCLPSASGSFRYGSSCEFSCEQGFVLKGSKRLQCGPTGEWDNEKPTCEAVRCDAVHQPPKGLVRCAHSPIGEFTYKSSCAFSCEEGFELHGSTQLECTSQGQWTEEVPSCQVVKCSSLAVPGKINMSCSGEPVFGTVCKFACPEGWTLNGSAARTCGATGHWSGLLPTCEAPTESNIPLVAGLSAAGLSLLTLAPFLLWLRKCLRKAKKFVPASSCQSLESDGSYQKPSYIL
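assay system = HUVEC, human umbilical vein endothelial cells | input = 3,000 HUVEC seeded per well | medium = EGM-2 growth medium on 0.1% gelatin-coated wells | dosing = one compound dose added by pin transfer | signal = immunofluorescence imaging | read-out basis = % PE-positive cells | control set = TNF-alpha, DMSO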
FN deposit inh = inhibitors of fibronectin matrix deposition, primary screen, AH1F cells, Alexa488-fibronectin fluorescence, plate reader; AH1F fibroblasts, overnight; inhibition, % at 12.6 µM; 0.086% of 350,000 active;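 active = mean inhibition across replicates of 30% or more, regardless of how many single replicates reach that level; inconclusive = mean under 30% yet at least half of replicates reach 30%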;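 note: positive control wells lacked labelled fibronectin entirely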
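Assay system: AH1F fibroblast monolayer, labelled fibronectin deposition. Amount: 10000 cells per well. Also added: labelled fibronectin 24 nM. Compound: single-point pinned compound. Incubation: cell attachment 1 h, compound and FN exposure overnight. Detection: fluorescence after three HBSS washes, excitation 485 nm, emission 525 nm. Read-out: inhibition of fibronectin deposition signal.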
RAD54 branch = inhibitors of human RAD54 branch migration, primary screen, biochemical, fluorescence, single point. DNA repair and recombination protein RAD54-like (Homo sapiens), Q92698. RAD54 Holliday junction branch migration, FAM/BHQ fluorescence. inhibition, % at 10.4 µM. 0.14% of 360,000 active. AID 602329, 2012;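 active = mean normalized replicate activity at least 40 and at least half of replicates scoring 40 or more; inconclusive = only one of the two criteria met; inactive = mean below 40 and under half of replicates reaching 40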;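 note: 0% = median of neutral control wells and 100% = median of positive control wells; inhibitors cause a drop in the FAM fluorescence signal; in these data hits start at about 50%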
RAD52 inh = RAD52 DNA annealing inhibitors, primary screen, biochemical, FRET, single point, set 2; DNA repair protein RAD52 homolog (Homo sapiens), P43351; recombinant RAD52 DNA annealing, FRET fluorescence; inhibition, % at 18.7 µM; 0.46% of 360,000 active; AID 651710, 2012;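 active = every replicate showing at least 50% inhibition; inconclusive = mean inhibition at least 50% but not in every replicate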
S100A4 inh HTS = inhibitors of S100A4-myosin IIA peptide binding, primary screen, biochemical, fluorescence polarization, TAMRA-MyoIIA peptide | Protein S100-A4 (Homo sapiens), P26447 | inhibition, % at 10.7 µM | 0.14% of 360,000 active;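 active = mean inhibition of at least 70% across replicates, with every replicate also reaching that level; inconclusive = mean inhibition reaches 70% but some replicates fall short; inactive = mean inhibition below 70%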
Target sequence (P26447 whole entry, looked up): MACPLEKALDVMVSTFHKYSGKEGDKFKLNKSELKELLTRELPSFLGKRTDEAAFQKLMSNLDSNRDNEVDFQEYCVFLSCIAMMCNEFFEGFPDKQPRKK
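incubation = readout 5 min after mixing, signal stable up to 60 min | system = S100A4 monomer protein | buffer or medium = HEPES pH 7.2 with CaCl2, KCl, NaCl, DTT, Triton | benchmarks = neutral control DMSO, positive control TFP | also added = fluorescent myosin IIA peptide, 5 nM | compound dosing = one concentration per compound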
esBAF inh = Bmi1 luciferase reporter increase in mESCs, primary screen, esBAF inhibitor project, mouse ES cells, Bmi1 luciferase knock-in, single point | 24 h; 100% = twice the neutral-well signal | reporter increase, % at 12.5 µM | 2% of 350,000 active | AID 602393, 2012; in the data active = activation above about 40%; inconclusive = no clear call, values can overlap the other calls;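 note: 0% = median of the plate's neutral control wells and 100% = double that signal; a rise in the Bmi1 reporter signal indicates esBAF inhibition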
XiGFP reactiv = activators of inactive X chromosome reactivation, primary screen, imaging, XiGFP fibroblasts, GFP high-content imaging, set 2; 0.055% of 360,000 active; AID 743238, 2013; activation, % at 7.58 µM; XiGFP mouse fibroblasts, % GFP-positive cells imaging, 3 d; cells co-treated with 5-aza-dC sensitizer; scaled so ellipticine positive control = 100%;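 active = mean normalized replicate activation at least 10% and every replicate at or above 10%; inconclusive = only one of the two criteria met; inactive = mean below 10% and not all replicates reach 10%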;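 note: 0% = median of on-plate neutral control wells and 100% = ellipticine 6 µM median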
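Material: XiGFP fibroblasts, SV40-immortalized. Buffer or medium: DMEM plus 5-aza-dC sensitizer. Compound: single concentration per compound, delivered by pin transfer. Times: 3 days compound exposure. Controls: ellipticine 6 µM.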
An asterisk follows results filed as active; ? = inconclusive; / = not tested or not shown; & = joins results of further samples.

SMILES	EWS-Fli inh	E-selectin induc	FN deposit inh	RAD54 branch	RAD52 inh	S100A4 inh HTS	esBAF inh	XiGFP reactiv
CCOC(=O)C(C)(C)N(Cc1cccc(C)c1)S(=O)(=O)c1ccc(Cl)c([N+](=O)[O-])c1	21	/	1	-2	-5	1	/	-0.1
CCCCC(=O)Nc1cc(OCC)c(NC(=O)c2ccccc2[N+](=O)[O-])cc1OCC	-6	/	/	-25	1	-26	2	/
COc1ccccc1CNC(=O)COC(=O)/C=C/c1cccs1	1	0.3	3	/	-3	-3	/	0.0
COc1cc(-c2noc(C)c2C#CC2(N)CCCCC2)cc(OC)c1OC	13	/	1	12	-166	-5	-9	0.1
O=C(c1ccncc1)N1C[C@@H]2[C@H](c3ccccc31)[C@H](CO)N2C(=O)c1ccccc1F	2	0.3	/	2	11	-1	2	0.3
CCNC(=S)N1CCN(CCN=CC2=C(O)CC(C)(C)CC2=O)CC1	-7	13	6	0	9	2	-2	0.0
CCOC(=O)C1CCCN(S(=O)(=O)c2cc(Br)cc3c2N(C(C)=O)CC3)C1 (configuration not stated)	5	0.0	-12	6	1	1	-8	0.0
Cc1ccc(S(=O)(=O)C2(C(=O)Nc3nccs3)CC2)cc1	-5	0.1	-7	-8	-15	3	-9	0.0
O=C1NC(=Nc2ccccc2)/C(=C/c2ccco2)S1	-12	/	6	/	-15	-5	/	0.1
CC(C)C(=O)Nc1cc(S(=O)(=O)N2CCOCC2)ccc1N1CCCCC1	13	0.2	/	-2	-27	-1	/	0.0
O=C(c1cc(-c2ccccc2)on1)N1CCN(c2ccccc2)CC1	/	0.6	/	0	0	0	-4	-0.1
COc1ccc(C2CC(=O)c3c(O)cc(O)cc3O2)c(CC=C(C)C)c1OC (configuration not stated)	4	/	/	1	-20	-4	-3	/
OCc1ccccc1N=Cc1cccnc1	-5	/	-3	0	-7	-9	-1	0.0
COc1ccc2cc(C(N)=O)c(=Nc3ccc(C)cc3)oc2c1	-58	/	1	/	-15	-5	/	0.0
CC(C)NC(=O)NCC[C@@H]1CC[C@@H](NC(=O)CN(C)C)[C@@H](CO)O1	-4	-0.5	-9	1	0	-3	-6	-0.4
Fc1ccc(-c2csc(-c3ccc(C4SCCS4)cc3)n2)cc1F	-49	/	4	/	-12	1	/	-0.1
N#CC(=Cc1ccc(-c2ccccc2)cc1)C(=O)c1ccccc1	-14	0.2	0	/	-32	3	/	0.2
CNC[C@@H]1Oc2ccc(NS(=O)(=O)c3ccc(F)cc3)cc2C(=O)N([C@@H](C)CO)C[C@H]1C	-3	/	/	20	1	-6	2	0.4
O=[N+]([O-])c1ccccc1/C=N/N1CCN(Cc2ccccc2)CC1	-146	0.0	-3	0	7	1	?	0.2
CC(C)(C)[S@](=O)N1Cc2cc(C(=O)N3CCOCC3)nc(-c3cccc(Br)c3)c2[C@@H]1CCO	-7	0.3	3	/	-15	-26	/	0.0
Cc1cc(=O)oc2cc(OCC(=O)N3CCN(c4ccc(F)cc4)CC3)c(Cl)cc12	/	/	10	-9	-3	-2	-1	0.0
O=C(ON=C1CCN(S(=O)(=O)c2ccccc2)CC1)c1cccc(Cl)c1	/	-0.7	-1	-6	/	/	-7	/
CN(C)CCCOc1ccc(-c2ccc3nncn3c2)cn1	23	-0.1	1	11	-17	-4	0	0.1
COc1ccc(-c2cc3ccc(OCC(C)=O)cc3oc2=O)cc1	-26	/	15	-12	1	0	18	0.0
CCn1cc(C(=O)N2CCCC(CO)(Cc3ccccc3C)C2)cn1 (configuration not stated)	/	-0.5	0	-1	-10	-4	3	0.0
C[C@@H]1CCCCO[C@H](CN(C)S(=O)(=O)c2ccccc2)[C@@H](C)CN([C@H](C)CO)C(=O)c2cc(NC(=O)Nc3cccc4ccccc34)ccc2O1	-1	/	-2	4	2	-4	-3	0.2
CS(=O)(=O)Nc1ccc2c(c1)[C@@H]1C[C@@H](CC(=O)NCCc3ccccc3)O[C@H](CO)[C@@H]1O2	-4	-0.2	9	-2	-13	23	7	0.2
CN1CCN(C(=O)/C(=C/c2cn(C)c3ccccc23)NC(=O)c2ccccc2)CC1	/	0.4	4	7	-2	-1	-5	-0.1
CCOC(=O)c1sc(NC(=O)C2CCC2)cc1C	-84	/	11	/	1	0	50*	0.2
COc1ccccc1NC(=O)c1oc2ccccc2c1C	-44	0.5	-1	-1	-22	-4	47*	0.1
C[C@H]1CCCCO[C@H](CN(C)C(=O)CCC(F)(F)F)[C@@H](C)CN([C@@H](C)CO)C(=O)c2cc(NS(=O)(=O)c3ccc(Cl)cc3)ccc2O1	/	-0.1	-3	-3	15	8	3	0.1
O=C(Nc1nnc(C2=COCCO2)o1)c1cccc([N+](=O)[O-])c1	6	2.3	2	4	-15	2	-4	0.2
COc1ccc2c(c1)-c1ccccc1S(=O)(=O)N(C)C2	-10	5.8	1	-6	-9	2	-1	0.2
CN(C)c1cc[n+](CC(=O)Nc2ccc(Oc3ccccc3)cc2)cc1	18	/	2	/	9	-4	/	0.4
Cc1c(C(=O)OCC(=O)NCCc2ccc(S(N)(=O)=O)cc2)oc2ccccc12	0	-0.4	-7	-2	-5	-2	-2	-0.1
COc1ccc(NC(=O)c2ccc(CNc3c(NC4CCCCC4)c(=O)c3=O)cc2)cc1OC	-3&0	-0.3&-1.5	4&-6	-9&5	-5&-1	-5&-12	5&-8	0.0&0.0

Profiles, quoted from the list. Screens in order: EWS-Fli inh | E-selectin induc | FN deposit inh | RAD54 branch | RAD52 inh | S100A4 inh HTS | esBAF inh | XiGFP reactiv
Profile of C[C@@H]1CCCCO[C@H](CN(C)S(=O)(=O)c2ccccc2)[C@@H](C)CN([C@H](C)CO)C(=O)c2cc(NC(=O)Nc3cccc4ccccc34)ccc2O1 : -1 | / | -2 | 4 | 2 | -4 | -3 | 0.2
Profile of Cc1c(C(=O)OCC(=O)NCCc2ccc(S(N)(=O)=O)cc2)oc2ccccc12 : 0 | -0.4 | -7 | -2 | -5 | -2 | -2 | -0.1

More compounds follow.
SMILES	EWS-Fli inh	E-selectin induc	FN deposit inh	RAD54 branch	RAD52 inh	S100A4 inh HTS	esBAF inh	XiGFP reactiv
N#Cc1ccc(N/N=C/c2ccccc2)c([N+](=O)[O-])c1	-3	-3.5	2	/	-7	0	/	0.2
CC(C)CC1=NC(C(F)(F)F)(C(F)(F)F)c2c(n(CC(C)C)c(=O)[nH]c2=O)N1	/	-0.1	-20	-3	/	/	/	0.2
COc1ccc([C@H]2CC(=O)C[C@@H](CCn3cc(-c4ccc(F)cc4)nn3)O2)cc1	0	-0.1	2	/	-1	1	/	0.0
C[C@@H]1CCCCO[C@@H](CN(C)Cc2ccncc2)[C@@H](C)CN([C@@H](C)CO)C(=O)c2cc(NC(=O)c3ccccc3)ccc2O1	-1	0.2	/	-8	12	-7	2	0.1
CC(c1ccccc1C(O)(c1ccccc1)c1ccccc1)N(C)C (configuration not stated)	3	/	0	/	-1	9	/	0.0
O=C(COc1ccccc1Cl)NCCCNC(=O)c1cccnc1	-19	0.0	3	3	4	5	-6	0.4
CN(C)C1=NCC(CSC(=N)N)S1 (configuration not stated)	7	6.3	6	-5	-1	48	-1	0.0
CCC(=O)N1[C@@H]2c3cccc(=O)n3C[C@H]1[C@H](CO)[C@H]2C(=O)N1CCCCC1	1	0.1	/	-14	10	-10	0	0.8
COCC(=O)N1C[C@@H](C)[C@H](OC)CN(C)C(=O)c2cc(NC(=O)c3cnccn3)ccc2OC[C@@H]1C	5	3.1	6	-5	-15	-3	-2	0.2
C[C@H]1CN([C@@H](C)CO)C(=O)CCCn2nncc2CO[C@H]1CN(C)C	1	0.0	1	6	6	10	-4	-0.3
CN(C)c1ccc2c(c1)[C@@H]1C[C@@H](CC(=O)NC3CCCCC3)O[C@@H](CO)[C@@H]1O2	-4	-0.2	1	-5	-63	7	8	0.2
O=C1CC(c2cc(Br)ccc2F)c2cc3c(cc2N1)CCC3 (configuration not stated)	45	/	/	-2	-11	-6	/	/
O=C(CNC(=O)c1ccccc1F)NCCCN1CCCC1=O	-6	0.7	0	-6	-4	-3	9	-0.2
Cc1c(C(=O)Nc2ccccc2)c2ccc(C(F)(F)F)cc2n1O	-6	/	-2	1	-11	0	/	0.0
CCOc1cc(/C=N/NC(=O)c2ccccc2OCc2ccc(F)cc2)ccc1O	14	/	-6	0	-10	3	-3	0.3
COc1cccc(-n2cnc3sc(-c4ccccc4)cc3c2=O)c1	-179	0.0	-7	-6	-1	3	47*	0.1
COc1cccc(NC(=O)C[C@H]2CC[C@H]3[C@@H](COc4ccc(NC(C)=O)cc4C(=O)N3C)O2)c1	6	0.8	-9	0	-4	0	-2	0.2
O=C(OCC1CC(c2ccccn2)=NO1)c1ccc(Br)cc1 (configuration not stated)	-4	/	/	8	-9	0	0	/
N#C/C(=N\Nc1ccc([N+](=O)[O-])cc1)C(=N)N1CCOCC1	-87	/	-3	/	3	-4	/	0.0
CNC(=O)C1CC(=O)N(c2ccc(OCC(=O)NCc3ccccc3)cc2)C1 (configuration not stated)	-8	-0.1	5	1	-4	7	-4	0.0
O=C1NN(c2ccccc2)C(=O)/C1=C\c1coc2ccc(O)cc2c1=O	6	/	3	/	-65	4	1	-0.1
CO[C@H]1CN(C)C(=O)c2cc(NC(=O)c3ccc(F)cc3)ccc2OC[C@@H](C)N(C)C[C@H]1C	-3	0.8	-1	-2	4	-1	-1	0.0
CCNC(=O)C[C@@H]1CC[C@H]2[C@@H](COc3ccc(NC(=O)c4cccc(C(F)(F)F)c4)cc3C(=O)N2C)O1	-3	-0.1	/	-1	/	/	-3	0.0
Cc1cc(C(=O)Nc2ccc(Cl)cc2)on1	-12	-0.1	1	-4	-11	-1	14	0.1
Oc1ccc(N2CCN(c3nnnn3-c3ccccc3)CC2)cc1	-9	-1.9	4	-5	-4	2	-12	0.0
OC[C@@H]1[C@H](c2ccc(-c3cccnc3)cc2)[C@@H]2CN(CC3CC3)CCCCN12	5	-0.3	/	4	0	3	0	0.1
O=C(O)CNS(=O)(=O)c1ccc2[nH]c(=O)c(=O)[nH]c2c1	2	-0.8	-3	-3	11	0	-8	-0.2
O=C(CN1C(=O)NC2(CCCCC2)C1=O)N1CCOCC1	-2	/	-1	-7	3	-3	-1	0.0
COc1cccc(C2CC(=O)Nc3cc4c(cc32)CCC4)c1 (configuration not stated)	43	0.8	4	/	0	1	7	0.7
